Source: PubChem (several laboratories)
Neddyl block: cullin neddylation inhibition. AID 651699. TR-FRET cullin neddylation, biochemical. 360,000 tested, 0.58% active. calls only at 25 µM; in the data active = inhibition above about 36%
CSN inh: blocks human CSN-mediated cullin deneddylation; Q92905; Purified CSN, SCF-Nedd8-OG deneddylation, fluorescence polarization; inhibition, % at 12.5 µM; 360,000 tested, 0.38% active;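 active = pattern-corrected inhibition above about 35%, with an unprinted fluorescence ratio check between 0.5 and 1.5, limit read from the data, passing the limit was not always enough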;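 note: 0% = enzyme with substrate and 100% = substrate without enzyme; some results filed as inactive read as strong as hits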
Target sequence (Q92905 whole entry, looked up, one chain of several): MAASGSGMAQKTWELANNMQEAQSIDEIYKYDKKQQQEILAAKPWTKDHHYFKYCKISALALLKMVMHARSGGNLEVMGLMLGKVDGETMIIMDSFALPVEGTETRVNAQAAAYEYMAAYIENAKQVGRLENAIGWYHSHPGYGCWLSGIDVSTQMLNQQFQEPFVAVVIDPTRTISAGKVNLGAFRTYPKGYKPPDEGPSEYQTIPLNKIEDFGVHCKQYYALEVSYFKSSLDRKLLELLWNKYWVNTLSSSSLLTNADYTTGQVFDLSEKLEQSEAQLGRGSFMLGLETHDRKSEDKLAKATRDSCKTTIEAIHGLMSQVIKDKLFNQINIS
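Material: human Csn5 produced in HEK293T cells; Input: enzyme 0.24 nM; Reagent: SCFSkp2-Nedd8OG substrate at 10 nM final; Dosing: 12.5 µM compound; Incubation: 90 min reaction at room temperature; Detection: fluorescence polarization of the substrate; Evaluation: % inhibition of substrate cleavage by Csn5; Control set: substrate-only high control, full reaction low control.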
Rin1 Abl inh: blocks binding of human Rin1 to Abl; 360,000 tested, 0.4% active; TR-FRET Rin1/Abl binding, biochemical; inhibition, % at 7.35 µM; P00519+Q13671; AID 588664; in the data active = inhibition above about 5%, passing the limit was not always enough
FAS-TE inh: inhibitors of human fatty acid synthase thioesterase domain | recombinant FAS-TE, OMFH fluorogenic substrate, fluorescence endpoint | inhibition, % at 15 µM | 360,000 tested, 0.67% active;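 active = compounds whose normalised, plate-corrected inhibition of enzyme fluorescence in the single-dose primary screen is 50% or more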;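 note: 0% = DMSO with enzyme and 100% = substrate without enzyme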
bovine MsrA act: activators of bovine methionine sulfoxide reductase A; 360,000 tested, 0.3% active; activation, % at 10.6 µM; purified bovine MsrA, absorbance read-out; AID 602163; in the data active = activation above about 7.5%;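 note: 0% = vehicle and 100% = reference activator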
MLLE-PAM2 inh: inhibitors of microRNA-mediated deadenylation, human PABP1 MLLE binding; P11940; GST-MLLE / FITC-PAM2 fluorescence polarization; inhibition, % at 20 µM; 360,000 tested, 0.36% active; AID 588489; in the data active = inhibition above about 35%, passing the limit was not always enough;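 note: plate controls were DMSO wells with GST-MLLE for no effect and wells lacking GST-MLLE protein for full effect; some results filed as inactive read as strong as hits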
MsrA inh: bovine MsrA inhibition; purified bovine MsrA, absorbance read-out; inhibition, % at 15.5 µM; 360,000 tested, 0.75% active; AID 651718; in the data active = inhibition above about 4.5%;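 note: 0% = vehicle wells with enzyme and 100% = reference inhibitor wells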
Tb MetRS inh: Trypanosoma brucei MetRS inhibition. purified T. brucei MetRS, ATP depletion, Kinase-Glo luminescence. AID 624268. 360,000 tested, 0.4% active. inhibition, % at 11.9 µM;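 active = inhibition above a per-plate cutoff of the control wells' mean inhibition plus 3 SD, cut at about 5.5% in these data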;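 note: 0% = DMSO wells median and 100% = median of wells with control inhibitor compound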
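System: purified T. brucei MetRS enzyme / Detection: Kinase-Glo luciferase luminescence reporting remaining unconsumed ATP / Medium: HEPES buffer with MgCl2, KCl, DTT, spermine, BSA, pyrophosphatase / Replication: singlicate, one well per compound / Evaluation: percent inhibition relative to median high and low control wells / Schedule: 2 h aminoacylation at 25 °C after 15 min preincubation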
E coli Lon inh: inhibitors of E. coli Lon protease; P0A9M0; 360,000 tested, 0.42% active; purified E. coli Lon protease, fluorescence polarization; inhibition, % at 7.94 µM; in the data active = inhibition above about 13%, passing the limit was not always enough;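 note: 0% = enzyme with probe and DMSO and 100% = no enzyme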
Target sequence (P0A9M0 whole entry, looked up): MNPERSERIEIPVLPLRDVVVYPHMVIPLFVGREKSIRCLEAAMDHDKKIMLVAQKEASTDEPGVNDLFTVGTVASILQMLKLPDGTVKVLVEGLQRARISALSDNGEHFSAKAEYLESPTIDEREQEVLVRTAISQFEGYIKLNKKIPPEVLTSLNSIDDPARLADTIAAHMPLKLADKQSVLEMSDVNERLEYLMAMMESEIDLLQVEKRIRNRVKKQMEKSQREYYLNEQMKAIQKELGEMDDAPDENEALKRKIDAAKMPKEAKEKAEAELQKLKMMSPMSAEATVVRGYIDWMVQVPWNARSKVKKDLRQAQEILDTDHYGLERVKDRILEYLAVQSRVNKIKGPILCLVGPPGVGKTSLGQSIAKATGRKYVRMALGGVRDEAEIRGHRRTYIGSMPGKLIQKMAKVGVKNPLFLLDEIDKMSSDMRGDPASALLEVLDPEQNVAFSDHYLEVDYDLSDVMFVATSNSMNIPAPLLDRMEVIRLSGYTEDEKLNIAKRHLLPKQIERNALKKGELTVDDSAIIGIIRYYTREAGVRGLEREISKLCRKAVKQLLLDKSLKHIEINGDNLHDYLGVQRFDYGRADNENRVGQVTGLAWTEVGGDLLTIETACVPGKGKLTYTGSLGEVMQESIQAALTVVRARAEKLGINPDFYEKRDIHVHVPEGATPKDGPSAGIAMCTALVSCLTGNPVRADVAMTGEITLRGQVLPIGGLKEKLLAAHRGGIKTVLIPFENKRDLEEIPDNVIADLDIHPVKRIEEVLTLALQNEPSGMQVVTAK
* hit, by the source's call; i = inactive; x = not tested or not shown.

# | compound | Neddyl block | CSN inh | Rin1 Abl inh | FAS-TE inh | bovine MsrA act | MLLE-PAM2 inh | MsrA inh | Tb MetRS inh | E coli Lon inh
1 | COc1ccc(N2CCN(C(=O)c3ccc(-c4nc5ccccc5s4)o3)CC2)cc1 | i | -2 | -3 | 18 | -2 | 4 | 1.6 | -0.2 | -9
2 | COc1ccc(C2CC(c3cccs3)=NN2c2nc(C)c(C(C)=O)s2)cc1OC (stereo not drawn) | x | 2 | -2 | 23 | -4 | -1 | 0.8 | -1.1 | 10
3 | Cc1cccc(-c2ccc(C=Nc3c(C)n(C)n(-c4ccccc4)c3=O)o2)c1 | i | 1 | -6 | 2 | -6 | -13 | 2.1 | -0.9 | -12
4 | O=C(N/N=C/c1cc([N+](=O)[O-])ccc1O)c1c[nH]c2ccccc12 | i | 2 | 1 | 21 | -3 | 6 | 0.4 | 0.6 | 6
5 | O=C(CN(Cc1ccccc1Cl)C(=O)c1ccc(CN2CCOCC2)o1)NCC1CCCO1 (stereo not drawn) | i | 2 | -1 | -12 | -1 | -4 | 0.4 | -0.3 | 4
6 | O=S(=O)(c1ccc(Br)s1)N1CCc2ccccc2C1 | i | 5 | -1 | 24 | 0 | -12 | 0.3 | -0.9 | -2
7 | Cc1cc(CSc2ccccc2)ccc1NC(=O)c1ccc(CN2CCOCC2)cc1 | i | -1 | 0 | -29 | -2 | 1 | 3.2 | 0.2 | 0
8 | CC1CN(C(=O)c2scc3c2OCCO3)CC(C)O1 (stereo not drawn) | i | 4 | 2 | -6 | -2 | 11 | 0.4 | 0.2 | -6
9 | CCOC(=O)C1=CN(Cc2cccc(F)c2)S(=O)(=O)N(C)C1c1ccccc1 (stereo not drawn) | i | 103* | -5 | 23 | -1 | -25 | -0.9 | -0.8 | -4
10 | COc1ccc(CNC(=O)c2onc(C)c2Cl)cc1 | i | 3 | 2 | 1 | -1 | 6 | -0.6 | 0.8 | -2
11 | CCOc1cc(/C=N/NC(=O)c2cccnc2)ccc1OCc1ccc(C(=O)OC)o1 | i | 8 | 2 | -2 | -5 | -4 | 0.7 | -0.6 | -9
12 | O=[N+]([O-])c1ccccc1S(=O)(=O)N1CCc2ccccc2C1 | i | -13 | 0 | 3 | -5 | 1 | 0.7 | -0.5 | 3
13 | COc1cc(OC)cc(C(=O)NCC(=O)OC(C)C(=O)NC(C)C2CC3CCC2C3)c1 (stereo not drawn) | i | 3 | 2 | 4 | -1 | 8 | 0.4 | 0.5 | 1
14 | COC(=O)c1ccc(Oc2nc(C(N)=O)cc(-c3ccccc3)n2)cc1 | i | 24 | 0 | 7 | 3 | -2 | -1.3 | -0.3 | 12
15 | O=C(Oc1cccc2cccnc12)c1cccc([N+](=O)[O-])c1 | i | 0 | 7 | -4 | -7 | 6 | -0.9 | -1.8 | -5
16 | O=C(COC(=O)C12CC3CC(CC(C3)C1)C2)NCCCc1ccccc1 | i | -5 | -2 | 10 | -1 | 8 | 0.8 | 0.2 | -6
17 | Cn1c(=O)c2cc(NC(=O)OCCF)ccc2n1Cc1cccc(C(F)(F)F)c1 | x | 1 | 1 | -2 | -4 | 8 | 1.4 | -0.3 | -4
18 | CC1CC(C)CN(CCCNC(=O)Cn2ncn3cccc3c2=O)C1 (stereo not drawn) | i | 1 | 0 | -8 | 0 | -1 | 0.1 | -0.9 | -5
19 | COc1cccc(C2=NOC(C(=O)NC3CCCCC3)C2)c1 (stereo not drawn) | i | 0 | 0 | 0 | -3 | -6 | -1.3 | -0.3 | 4
20 | Cc1ccccc1NC(=O)CSc1nnc(Cc2cccn2C)n1-c1ccc(F)cc1 | i | 0 | 3 | -1 | -3 | -11 | 0.9 | 0.1 | 1
21 | CN(C(=O)CS(=O)(=O)c1cn(CC(=O)N2CCCC2)c2ccccc12)c1ccccc1 | i | 1 | 1 | -5 | -8 | 0 | -1.3 | -0.5 | -5
22 | O=S(=O)(NC(=S)c1ccccc1)c1ccccc1 | i | -2 | -1 | -5 | -9 | 46* | 0.4 | 0.5 | 14
23 | COc1ccccc1CNc1nc(NCc2ccccc2)nc2ccsc12 | i | 3 | 4 | 6 | -9 | 1 | -0.8 | 0.5 | -2
24 | CCCCC1CC(=O)NC1(C(=O)OCC)C(=O)OCC (stereo not drawn) | i | 3 | 6 | -5 | -3 | 0 | 1.9 | -0.4 | -4
25 | O=C(O)CCSc1nnc(COc2cccc3cccnc23)n1-c1ccccc1 | i | -24 | -1 | -4 | -6 | -20 | -0.7 | -0.3 | 1
26 | COc1ccc(/C=N/Nc2nc(Nc3ccccc3)nc(N3CCCC3)n2)cc1 | i | -14 | 1 | -2 | -2 | -5 | 0.9 | 1.2 | -3
27 | CC(C)c1ccc2c(c1)C(c1ccc(N3CCOCC3)cc1)=NNC(c1cccs1)=N2 | x | 8 | 2 | 9 | -3 | -65 | 0.2 | -0.2 | -3
28 | O=C1CC(c2cccc(Cl)c2)CC(O)=C1C=NC1CCCC1 (stereo not drawn) | i | -4 | -3 | -36 | -3 | 9 | 1.9 | -0.2 | -6
29 | CCCCCC(=O)NC(=S)Nc1cccc(C(C)=O)c1 | i | 3 | 0 | 15 | -3 | 23 | -0.3 | -0.7 | -2
30 | Cc1ccc(S(=O)(=O)Nn2c(O)c(C=C3N=c4ccccc4=N3)sc2=S)cc1 | i | -7 | -2 | -3 | -5 | -2 | 1.2 | 78* | 3
31 | O=C(Nc1ccccc1F)Nc1cc(S(=O)(=O)N2CCOCC2)ccc1N1CCCC1 | i | 6 | -1 | 1 | -1 | 4 | -0.1 | 1.4 | 1
32 | CSc1c(C#N)sc(=S)n1-c1ccc(C)cc1 | i | -3 | 0 | 29 | -2 | -31 | 0.9 | 0.9 | 6
33 | CC(C)N(CCNCC(O)COc1ccc(C(C)(C)c2ccccc2)cc1)C(C)C (stereo not drawn) | i | -3 | 1 | -4 | -2 | 2 | -0.3 | -0.2 | -6
34 | COc1ccc(S(=O)(=O)N2CCC(C(=O)NCCC(=O)NCc3cccc(OC)c3)CC2)cc1 | i | -1 | 2 | -1 | -2 | -8 | -0.8 | -0.2 | 2
35 | Cn1c(=O)nc2n(Cc3ccccc3)c3ccccc3cc-2c1=O | x | 3 | -9 | -4 | -2 | -118 | 1.2 | -0.7 | -11
36 | O=C(COc1ncnc2ccccc12)NCC1CCCO1 (stereo not drawn) | i | 8 | 0 | -2 | 0 | 11 | 0.7 | 0.1 | -9
37 | N/C(CS(=O)(=O)c1ccccn1)=N\OC(=O)c1ccccc1Cl | i | -3 | -3 | -2 | -9 | -9 | 0.0 | -0.2 | 1
38 | Cc1c(OCC(=O)NCC2CCC(C(=O)NCCCO)CC2)ccc2c(-c3ccccc3)cc(=O)oc12 (stereo not drawn) | i | -3 | 0 | -9 | 3 | -4 | 0.6 | -0.4 | 1
39 | CN1CCC(=NNC(=O)c2cn(-c3ccccc3)nc2-c2ccccc2)CC1 | i | -1 | 0 | -5 | -2 | 12 | 0.2 | -0.1 | 9
40 | Cn1c(=O)[nH]c(=O)c2c1nc(N1CCNCC1)n2Cc1ccccc1 | i | -1 | 0 | -3 | 0 | -1 | -0.1 | 0.3 | -13
41 | Nc1cc(=O)[nH]c(=O)n1CCCc1ccccc1 | i | 1 | -2 | -4 | -1 | 10 | -0.7 | -0.4 | 1
42 | CCOP(=O)(OCC)C(Cc1ccc(OC)c(OC)c1)N=C(c1ccccc1)c1ccccc1 (stereo not drawn) | i | -1 | 4 | 2 | -2 | 7 | 1.1 | -1.3 | 8
43 | O=C(CCOc1ccccc1)NCC(c1ccco1)N1CCCCC1 (stereo not drawn) | i | -5 | 3 | -5 | 4 | -91 | 1.5 | -0.1 | -2
44 | COc1ccc(-c2noc(CNC(=O)CCN3C(=O)[C@H]4CC=CC[C@H]4C3=O)n2)cc1 | i | -5 | 3 | -7 | -12 | -2 | -0.3 | -0.6 | -15
45 | CC(C)NC(=O)C1(c2ccccc2)CCOCC1 | i | -2 | -4 | -8 | 0 | 3 | -0.4 | -0.6 | -14
46 | CN1CCC(=O)N([C@H](CSc2ccccc2)c2ccccc2)CC1 | i | -6 | 1 | -10 | -7 | 15 | 0.3 | -0.4 | 3
47 | COc1ccc(Cl)cc1NC(=O)COC(=O)c1ccc(C)o1 | i | -2 | 3 | 13 | 3 | 4 | -0.3 | -0.1 | 9
48 | CCOC(=O)c1nn(-c2ccccc2)c(C#N)c1N | x | 7 | -1 | -4 | -12 | -2 | 1.3 | -1.7 | -4

Whole records as entered above.
Cc1c(OCC(=O)NCC2CCC(C(=O)NCCCO)CC2)ccc2c(-c3ccccc3)cc(=O)oc12 (stereo not drawn) as listed: Neddyl block = i; CSN inh = -3; Rin1 Abl inh = 0; FAS-TE inh = -9; bovine MsrA act = 3; MLLE-PAM2 inh = -4; MsrA inh = 0.6; Tb MetRS inh = -0.4; E coli Lon inh = 1
N/C(CS(=O)(=O)c1ccccn1)=N\OC(=O)c1ccccc1Cl as listed: Neddyl block = i; CSN inh = -3; Rin1 Abl inh = -3; FAS-TE inh = -2; bovine MsrA act = -9; MLLE-PAM2 inh = -9; MsrA inh = 0.0; Tb MetRS inh = -0.2; E coli Lon inh = 1

Further results:
# | compound | Neddyl block | CSN inh | Rin1 Abl inh | FAS-TE inh | bovine MsrA act | MLLE-PAM2 inh | MsrA inh | Tb MetRS inh | E coli Lon inh
49 | Cc1cc(NC(=O)CSc2nc(-c3ccccc3)nc3c2c(=O)n(C)c(=O)n3C)no1 | i | 1 | 1 | -6 | 0 | 0 | 0.8 | -0.6 | -11
50 | COc1ccccc1N1CCN(C(=O)c2cccs2)CC1 | i | -2 | 6 | -5 | -3 | 6 | 2.0 | -0.4 | 2
51 | Cn1c(=O)oc2cc(S(=O)(=O)NCc3ccco3)ccc21 | i | 1 | -4 | -8 | -8 | 9 | 1.6 | -1.2 | -12
52 | N/C(=N\OC(=O)CC1CCCCC1)c1cccc([N+](=O)[O-])c1 | i | -1 | 1 | 62* | 0 | 7 | 0.4 | -0.5 | 7
53 | O=c1c2cnn(-c3ccc(F)cc3)c2ncn1Cc1ccc(F)cc1 | i | -1 | 1 | -8 | -4 | 7 | -0.4 | -0.8 | 7
54 | O=C(Cc1ccc([N+](=O)[O-])cc1)Nc1cc(C(F)(F)F)cc(C(F)(F)F)c1 | i | 5 | 0 | 7 | -5 | 9 | 0.3 | -0.7 | 9
55 | CCCc1cc(=O)oc2cc(C)cc(OCC(=O)NC3CC3)c12 | x | -4 | -1 | 1 | -4 | -1 | 1.2 | 0.0 | 0
56 | COc1ccccc1NC(=O)c1c(O)c2ccccc2[nH]c1=O | i | 0 | 1 | -5 | -11 | -14 | 0.3 | -1.7 | 3
57 | COc1ccc(NS(=O)(=O)c2ccc(OCC(=O)N3CCOCC3)cc2)cc1Cl | i | -4 | 3 | -3 | -2 | -3 | 0.9 | -0.3 | 0
58 | COc1cnc(-c2ccccn2)nc1Oc1ccc(Cl)cc1 | i | -2 | 6.8* | 2 | -11 | -9 | -0.7 | -1.9 | 0
59 | Cc1ccc(N(CC(=O)N/N=C/c2cc(C)n(-c3ccccc3)c2C)S(C)(=O)=O)c(C)c1 | i | 5 | -2 | 5 | -7 | -40 | 1.2 | -1.4 | 2
60 | CCc1ccc(NC(=O)CCn2ccnc2C)cc1 | i | 4 | 2 | -1 | 1 | 3 | -0.1 | -0.6 | 5
61 | Cc1ccc(F)cc1S(=O)(=O)Nc1cccc(C(=O)N2CCCC(C(N)=O)C2)c1 (stereo not drawn) | i | 4 | 4 | -8 | -1 | 11 | -1.5 | -0.2 | -3
